p53null 39C tox = selectivity test: cytotoxicity in p53 null cells, nonpermissive temperature; H1299 p53-null (neo) cells, 39C, ATPlite viability, 24 h; Potency, µM (highest dose often 46.1 µM), for inactives: at the highest dose activity, negative = cell killing, usual class: cytotoxic; 0.97% of 55,000 active; AID 904;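 note: 0% = DMSO only and -100% = full killing by 100 µM tamoxifen; nearly all actives have a fitted effect of over 50% in size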
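H1299 lung cancer cells, p53-null (H1299-neo) or expressing p53 A138V (H1299-p53A138V), were plated overnight at 37C, then exposed to compounds at up to 46 uM for 24 hr at 39C. Viability was read by ATP-based luminescence.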
p53null 32C kill = kills p53 null cells at the permissive temperature. H1299-neo p53 null cells, ATP luminescence, 24 h, 32C. Potency, µM (highest dose often 46.1 µM), without a hit: at the top dose activity change, negative = cytotoxicity, usual class: cytotoxic. 0.62% of 55,000 active;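 note: 0% = DMSO only and -100% = full killing by 100 µM tamoxifen; nearly all actives have a fitted effect of over 55% in size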
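AC50 values derive from Hill modelling of qHTS concentration-response data (up to 46 uM) in H1299-neo cells. Cells were treated 24 h at 32C following overnight attachment at 37C; viability was read as cellular ATP.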
* hit, by the source's call; ? = inconclusive; / = no result given; [ ] = dose if it differs, or a comment. Calls come from the whole dose curve; as a rule, active = well fitted cell-killing curve with a large enough effect; inconclusive = small, poorly fitted or top-dose-only effect; inactive = no such curve, though single readings can be large or run the other way. Potency is the fitted concentration of half-maximal effect. The list is partial (hit frequency here may not be typical).

compound	p53null 39C tox	p53null 32C kill
CCCN1C/C(=C/c2ccc3c(c2)OCO3)C(=O)/C(=C/c2ccc3c(c2)OCO3)C1	/	-13.3%
CCc1ccc(/C=C2\SC(=S)N(CCCC(=O)Nc3nccs3)C2=O)cc1	/	-3.2%
CN(C)S(=O)(=O)c1cccc(NC(=O)c2cc3c(=O)n4ccccc4nc3s2)c1	/	6.7%
COc1ccc(C(=O)Nc2ccc(C(=O)Nc3nccs3)cc2)cc1[N+](=O)[O-]	/	14.2%
CCC(=O)NC(c1ccccc1Cl)c1c(O)ccc2ccccc12 (stereo unspecified)	/	-3.7%
O=C(/C=C\c1ccc(-c2ccccc2)o1)c1ccccc1	/	?
COc1cc(CNc2ccc(N3CCCC3)cc2)ccc1OCc1ccccc1	/	?
Cn1c(CN2CCN(C(=O)c3ccc(F)cc3)CC2)nc2cc([N+](=O)[O-])ccc21	/	-16.0%
Cc1ccccc1NS(=O)(=O)c1ccc(OCC(=O)NCc2cccnc2)cc1	/	-6.5%
CCOC(=O)c1sc(NC(=S)NC(=O)c2ccco2)nc1C	/	7.3%
Cc1ccc(C)c(NC(=O)CN(C)C(=O)[C@@H](NC(=O)c2ccc(C(C)(C)C)cc2)C(C)C)c1	/	-3.9%
COc1ccc(CNCc2cccc(Cl)c2)cc1	/	-5.0%
CCOc1ccc(NC(=O)Cc2ccccc2)c([N+](=O)[O-])c1	/	11.6%
COc1cccc(CNCCc2c[nH]c3ccccc23)c1OCc1ccccc1	/	-28.7%
COC(=O)Cc1ccc(NC(=S)N2CCN(c3cccc(O)c3)CC2)cc1	/	-6.8%
CCOC(=O)c1c(NC(=O)C(=O)N/N=C/c2ccccc2O)sc2c1CCCCC2	/	1.3%
COc1ccc(S(=O)(=O)Nc2cccc(N(C)S(C)(=O)=O)c2)cc1C	/	-19.2%
COc1ccc(NC(=S)N2CCNC(=O)C2CC(=O)Nc2ccc(C)cc2)cc1 (stereo unspecified)	/	-5.8%
CC(C)c1nc2sc3c(=O)n(N)cnc3c2c2c1COC(C)(C)C2	/	-3.5%
Cc1[nH]n(-c2ccc([N+](=O)[O-])cc2)c(=O)c1C=NCCc1c[nH]c2ccccc12	/	-12.4%
O=C(NN1C(=O)C2C(c3ccccc3)C=CC(c3ccccc3)C2C1=O)c1cccc(Br)c1 (stereo unspecified)	/	-3.9%
O=C(Cn1nnc(-c2ccccc2Cl)n1)N/N=C/c1ccc(-c2cccc(Cl)c2)o1	/	-9.0%
O=C(OCc1cc2ccccc2[nH]c1=O)c1cccs1	/	-21.5%
O=[N+]([O-])c1ccc(NC(=S)NCCc2ccc(F)cc2)cc1	/	12.6%
C/C(=N\NC(=O)CNC(=O)C(c1ccccc1)c1ccccc1)c1ccccc1	/	15.9%
Cc1ccc(S(=O)(=O)/C(C#N)=C/c2ccccc2OCc2ccccc2)cc1	/	-14.6%
CCC1CCc2c(sc(NC(=O)C3c4ccccc4Oc4ccccc43)c2C(N)=O)C1 (stereo unspecified)	/	-9.7%
CCN1C(=O)/C(=C/c2cccs2)S/C1=N\S(=O)(=O)c1ccc(C)cc1	/	-25.9%
S=C(Nc1ccc(OCc2ccccc2)cc1)Nc1cccc(Cl)c1Cl	/	-1.7%
Cc1c(NC(=O)/C(C#N)=C/c2ccc(-c3ccc(Cl)c(Cl)c3)o2)c(=O)n(-c2ccccc2)n1C	/	-6.8%
Cc1cccc(-n2c(C)cc(C(=O)NC3CCCCC3)c2C)c1	/	?
Cn1c2ccccc2c(=O)c2c(=O)n(C3CCCCCC3)c(C3CCCCC3)nc21	/	-14.1%
Cn1c(CCCOc2ccc(Cl)cc2Cl)nnc1SCC(=O)Nc1cccc(F)c1	/	-6.1%
COc1ccc(-c2csc(NC(=O)CN3C(=O)CCC3=O)n2)cc1OC	/	-11.6%
COc1cc(/C=c2\sc3nc(=O)c(-c4ccccc4)nn3c2=O)ccc1OCCC(C)C	/	-7.7%
CCOCCCNCC(O)c1ccccc1 (stereo unspecified)	/	-13.4%
CCC(=O)Nc1ccc(Nc2nc(C)c([N+](=O)[O-])c(Nc3ccc(NC(=O)CC)cc3)n2)cc1	/	8.4%
O=C(NC(=S)NCc1ccccc1)c1ccc2c(c1)OCO2	/	-18.2%
Cc1ccc(Cl)cc1N1CCN(C(=O)CCS(=O)(=O)c2cccc3nonc23)CC1	/	-12.7%
C(=C\c1nc(-c2ccccc2)no1)/c1ccccc1	/	-27.2%
Cc1ccc(S(=O)(=O)CCC(=O)OCc2ccc(Cl)c(Cl)c2)cc1	/	-10.1%
C/C(=N\Nc1ccc([N+](=O)[O-])cc1[N+](=O)[O-])C(C)(C)C(C(=O)O)C(=O)O	/	-15.2%
Cc1ccc(NC(=O)c2cccc(N3C(=O)C4C5CCC(C5)C4C3=O)c2)c(C)c1 (stereo unspecified)	/	-9.1%
Cc1nc(Nc2ccc(S(=O)(=O)N3CCCC3)cc2)c2nnn(Cc3ccccc3)c2n1	/	5.2%
O=C(COc1ccccc1[N+](=O)[O-])N/N=C/c1cccc(OC(=O)c2ccc3c(c2)OCO3)c1	/	-6.4%
CCCNC(=S)N1CCC(C(=O)c2ccc(OC)cc2)CC1	/	-23.3%
Cc1cccc(N=C/C(C(=O)C(F)(F)F)=C(\O)c2ccco2)c1	/	5.5%
O=[N+]([O-])c1cccc(C2Nc3cccc4cccc(c34)N2)c1	/	-15.5%

As a short view, 15 of the compounds above.
compound	p53null 39C tox	p53null 32C kill
COc1ccc(-c2csc(NC(=O)CN3C(=O)CCC3=O)n2)cc1OC	/	-11.6%
COc1cc(/C=c2\sc3nc(=O)c(-c4ccccc4)nn3c2=O)ccc1OCCC(C)C	/	-7.7%
CCOCCCNCC(O)c1ccccc1 (stereo unspecified)	/	-13.4%
CCC(=O)Nc1ccc(Nc2nc(C)c([N+](=O)[O-])c(Nc3ccc(NC(=O)CC)cc3)n2)cc1	/	8.4%
O=C(NC(=S)NCc1ccccc1)c1ccc2c(c1)OCO2	/	-18.2%
Cc1ccc(Cl)cc1N1CCN(C(=O)CCS(=O)(=O)c2cccc3nonc23)CC1	/	-12.7%
C(=C\c1nc(-c2ccccc2)no1)/c1ccccc1	/	-27.2%
Cc1ccc(S(=O)(=O)CCC(=O)OCc2ccc(Cl)c(Cl)c2)cc1	/	-10.1%
C/C(=N\Nc1ccc([N+](=O)[O-])cc1[N+](=O)[O-])C(C)(C)C(C(=O)O)C(=O)O	/	-15.2%
Cc1ccc(NC(=O)c2cccc(N3C(=O)C4C5CCC(C5)C4C3=O)c2)c(C)c1 (stereo unspecified)	/	-9.1%
Cc1nc(Nc2ccc(S(=O)(=O)N3CCCC3)cc2)c2nnn(Cc3ccccc3)c2n1	/	5.2%
O=C(COc1ccccc1[N+](=O)[O-])N/N=C/c1cccc(OC(=O)c2ccc3c(c2)OCO3)c1	/	-6.4%
CCCNC(=S)N1CCC(C(=O)c2ccc(OC)cc2)CC1	/	-23.3%
Cc1cccc(N=C/C(C(=O)C(F)(F)F)=C(\O)c2ccco2)c1	/	5.5%
O=[N+]([O-])c1cccc(C2Nc3cccc4cccc(c34)N2)c1	/	-15.5%

Remaining list, next part
compound	p53null 39C tox	p53null 32C kill
CC(C)(C)NC(=O)c1cc(Cl)ccc1[N+](=O)[O-]	/	-10.8%
COc1ccc(C(=O)NC(=S)Nc2cccc(NC(=O)c3ccco3)c2)cc1[N+](=O)[O-]	/	-23.2%
COc1ccc2c(c1OC)C(=O)N1N=C(c3ccc(Br)cc3)CC21 (stereo unspecified)	/	12.3%
c1ccc(-n2c(-c3cccs3)nc3nc4ccccc4nc32)cc1	/	-0.5%
N#Cc1c(NC(=O)/C=C/c2ccco2)sc2c1CCCC2	/	-13.4%
COCCCNC(=S)N1CCN(c2ccc([N+](=O)[O-])cc2)CC1	/	-15.9%
CCOC(=O)c1c(NC(=O)c2cccnc2)sc(C(C)=O)c1C	/	-11.6%
CCCN(CC(=O)Nc1cc(Cl)ccc1Cl)C(=O)/C=C/c1ccco1	/	-25.5%
O=C(Nc1nnc(SCC(=O)N2CCCc3ccccc32)s1)c1ccccc1	/	7.94µM*
O=C(CN1C(=O)CCC1=O)Nc1nc(-c2ccc(Oc3ccccc3)cc2)cs1	/	-10.7%
O=[N+]([O-])c1cc(C(F)(F)F)ccc1NCCc1c[nH]c2ccccc12	/	-9.6%
CCC(C)c1ccc(NC(=S)Nc2ccc(OC)cc2C)cc1 (stereo unspecified)	/	4.9%
O=C(Nc1ccccc1-c1ccccc1)C1CCCCC1	/	-5.7%
Cc1ccc(S(=O)(=O)N2CCN(c3ccc(C(F)(F)F)cc3[N+](=O)[O-])CC2)cc1	/	15.5%
O=c1c2cnn(-c3ccccc3)c2nc(-c2cccs2)n1-c1cccc(Cl)c1	/	-7.2%
O=C(CNC(=O)c1ccccc1F)N/N=C/c1cc(Br)ccc1OCc1ccccc1	/	-5.3%
CC(=O)Nc1ccccc1/C=C/c1ccc2c(C)cc(C)c(O)c2n1	/	-15.6%
CCOC(=O)/C(=C\C=C\c1ccccc1)NC(=O)c1ccccc1	/	0.8%
O=[N+]([O-])c1ccc(-c2nc(NCc3ccccc3)c3ccccc3n2)cc1	/	-18.9%
COc1ccc(CCn2c(-c3cccc([N+](=O)[O-])c3)nc3nc4ccccc4nc32)cc1OC	/	-9.9%
O=C(O)CSc1c(-c2ccccc2)c2cc(Cl)ccc2[nH]c1=O	/	-3.3%
O=C(NC1CCCCCC1)c1ccccc1-c1ccccc1	/	-12.0%
COc1cc2c(cc1NC(=S)NC(=O)c1c(OC)cccc1OC)oc1ccccc12	/	0.5%
O=C1CN(C(=O)c2cc3ccccc3o2)c2ccccc2N1	/	8.5%
CN(C)c1ccc(S(=O)(=O)NCC(=O)OCC(=O)Nc2cc(Cl)cc(Cl)c2)cc1[N+](=O)[O-]	/	0.1%
O=C(N/N=C/c1ccc(-c2cccc(C(F)(F)F)c2)o1)c1ccccc1O	/	2.0%
Cc1nc2ccccc2nc1SCC(=O)c1ccccc1	/	-0.5%
O=C(Nc1ccc(Cl)cc1C(F)(F)F)c1ccccc1	/	-5.1%
COc1ccccc1-n1c(C)nc2cc(C(=O)NCc3ccc4c(c3)OCO4)ccc21	/	10.0%
COc1ccc(NC(=O)c2ccccc2[N+](=O)[O-])cc1	/	-19.2%
Cc1cccc(C(=O)NCc2nnc3c4ccccc4c(-c4ccccc4)nn23)c1	/	12.0%
Cc1ccc(NC(=O)CSc2ccc(C(N)=O)cc2[N+](=O)[O-])cc1	/	-17.7%
O=C(COCC(=O)N/N=C/c1ccccc1F)N/N=C/c1ccccc1F	/	5.6%
CCc1ccc(C(=O)NC(=S)Nc2ccc3c(c2)OCCO3)cc1	/	-22.8%
CCOC(=O)c1c(NC(=O)c2ccc(N3C(=O)[C@@H]4[C@H](C3=O)[C@H]3C=C[C@@H]4C3)cc2)sc2c1CCCC2	/	-28.4%
CCNc1nc(=S)nc(NC(C)C)[nH]1	/	-6.5%
O=C(CN1CCN(S(=O)(=O)c2ccc(Br)cc2)CC1)N/N=C/c1cccnc1	/	-17.0%
Cc1cccc(OC(=O)NCCOC(=O)N(O)c2ccc(Cl)cc2)c1	/	-8.2%
Cc1ccc(NC(=O)C(OC(=O)c2ccc(F)cc2)c2ccccc2)cc1Cl (stereo unspecified)	/	-18.8%
Cc1ccc(-n2c(C)cc(=O)cc2C)c(C)c1	/	-3.7%
Cc1ccc(NC(=O)CN2C(=O)N/C(=C/c3ccc(N4CCOCC4)cc3)C2=O)cc1	/	-10.8%
O=C(/C=C/c1ccccc1)NCCC1=CCCCC1	/	-28.3%
Cc1cc(C)cc(-n2c(SCC(=O)NCc3ccc4c(c3)OCO4)nc3ccccc3c2=O)c1	/	2.3%
Cc1nc(NCCc2ccc(F)cc2)c(C#N)c(C)c1[N+](=O)[O-]	/	-23.6%
O=c1c2ccccc2c(-c2ccc(O)cc2)nn1-c1cccc(C(F)(F)F)c1	/	-7.4%
CC(C)CCNCC1OCc2ccccc2CO1	/	-14.1%
CN(C)S(=O)(=O)c1ccc(NCC2COc3ccccc3O2)c([N+](=O)[O-])c1 (stereo unspecified)	/	-21.9%
Cc1occc1C(=O)NNC(=S)Nc1ccccc1C(F)(F)F	/	-22.2%
CCOC(=O)NC(=O)CSc1nnc(SCCC(=O)O)s1	/	-2.5%
O=C(Nc1cc(Cl)ccc1Oc1ccccc1)c1ccc(F)cc1	/	-7.7%
O=[N+]([O-])c1ccc(OCCN2CCCCCC2)cc1	/	-24.3%
CCCP(=O)(CCC)CCP(=O)(c1ccccc1)c1ccccc1	9.6%[1.84 µM]	/
O=c1c2ccccc2n2c(-c3ccc(C(F)(F)F)cc3)nnc2n1Cc1ccccc1	26.3%	/
Nc1c(C(=O)c2ccc(Cl)cc2)sc2c1c(=O)[nH]c(=O)n2-c1ccccc1	11.3%[1.84 µM]	/
